AMA1 RON2 block: qHTS for Inhibitors of AMA1-RON; Towards Development of Antimalarial Drug Lead: Primary Screen; AlphaScreen AMA1-biotinylated RON2 peptide binding; Potency, µM (series often up to 58.2 µM), inactives show top-dose activity change, negative = inhibition, most hits filed as inhibitors; AID 720542, 2013; 0.2% of 360,000 active; Plasmodium falciparum AMA1 (3D7) - RON2 peptide interaction;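 note: potency is the fitted concentration of half-maximal effect; 0% = vehicle wells and -100% = peptide control; nearly all actives have a fitted effect of over 45% in size; some results filed as inactive show a strong effect at the top dose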
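AMA1 (3D7) with his tag at 25 nM final met compounds first, then biotinylated RON2 peptide at 25 nM; detection used donor plus acceptor beads, 10 µg/mL apiece, read by AlphaScreen after 30 min at room temperature.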
AmpC inh no detg: qHTS Inhibitors of AmpC Beta-Lactamase (assay without detergent) | AmpC nitrocefin hydrolysis, absorbance 480 nm, 0.0001% Triton | Potency, µM (highest dose often 57.1 µM), without a hit: at the highest dose activity change, negative = inhibition, hits mostly inhibitors | 0.52% of 330,000 active;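 note: potency is the fitted concentration of half-maximal effect; plate controls were no compound for no effect and no enzyme for full effect; nearly all actives have a fitted effect of over 20% in size; some results filed as inactive show a strong effect at the top dose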
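AmpC (5.3 nM in the dispensed reagent) in 20 mM phosphate pH 7.0 with 0.01% (detergent screen) or 0.0001% Triton X-100 was preincubated with compounds for 15 min at room temperature. Nitrocefin was then added from an 800 uM solution, and hydrolysis was followed at 480 nm.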
AmpC detergent: qHTS Inhibitors of AmpC Beta-Lactamase (assay with detergent) | AmpC hydrolysis of nitrocefin, absorbance 480 nm, 0.01% Triton | AID 485294, 2010 | P00811 | 0.041% of 370,000 active | Potency, µM (series often up to 114 µM), for inactives: top-dose activity change, negative = inhibition, actives largely listed as inhibitors;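 note: potency is the fitted concentration of half-maximal effect; 0% = no-compound wells and -100% = no-enzyme wells; nearly all actives have a fitted effect of over 25% in size; some results filed as inactive show a strong effect at the top dose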
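AmpC (5.3 nM in the dispensed reagent) in 20 mM phosphate pH 7.0 with 0.01% (detergent screen) or 0.0001% Triton X-100 was preincubated with compounds for 15 min at room temperature. Nitrocefin was then added from an 800 uM solution, and hydrolysis was followed at 480 nm.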
Sm TGR block: qHTS Assay for the Inhibitors of Schistosoma Mansoni Peroxiredoxins. Schistosoma mansoni thioredoxin glutathione reductase (TGR), Q962Y6. purified TGR, DTNB reduction, TNB absorbance 405 nm. Potency, µM (doses to about 114 µM), inactives show top-dose activity change, negative = inhibition, usual class: inhibitors. 3% of 360,000 active. AID 485364, 2010; note: potency is the fitted concentration of half-maximal effect; nearly all actives have a fitted effect of over 60% in size
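TGR 20 nM + NADPH 100 uM (dispensed conc.), cpd preinc 15 min RT; start with NADPH (500 uM addition) then DTNB (15 mM addition). Kinetic TNB absorbance, 405 nm filter. Four-parameter Hill fit across titration.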
LmPK inhibitor: qHTS Assay for Inhibitors of Leishmania Mexicana Pyruvate Kinase (LmPK); 0.37% of 290,000 active; Q27686; Potency, µM (doses to about 57.5 µM), for inactives: at the highest dose activity change, negative = inhibition, usual class: inhibitors; purified LmPK, Kinase-Glo ATP luminescence, 1 h; note: potency is the fitted concentration of half-maximal effect
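Kinase-Glo luminescence read after 1 h RT reaction of 0.1 nM LmPK with 0.5 mM PEP and 0.1 mM ADP. Activity scaled between uninhibited and enzyme-free controls.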
HCMV inh: qHTS Assay for inhibitors of the human cytomegalovirus (HCMV); HFF cells, HCMV-luciferase reporter, 72 h; active compounds read low; activity change, negative = inhibition, % at 57.5 µM; 4.5% of 410,000 active; AID 1259415, 2018; in the data active = activity change below about -60%; inconclusive = no clear call, values can overlap the other calls; inactive = above about -39%
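Compounds were evaluated in HFFs infected with an HCMV luciferase reporter virus (MOI 1 PFU/cell). Luciferase in lysates collected 72 h post infection served as the replication measure.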
Tb PYK inh: qHTS of Trypanosoma Brucei Inhibitors; 0.12% of 410,000 active; TbPYK enzyme, Kinase-Glo Plus ATP luminescence, 45 min; Potency, µM (series often up to 76.8 µM), without a hit: at the top dose activity, negative = inhibition, actives largely listed as inhibitors; pyruvate kinase (Trypanosoma brucei), Q57TT1; note: potency is the fitted concentration of half-maximal effect; nearly all actives have a fitted effect of over 50% in size
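TbPYK + substrate in 50 mM TEA pH 7.2, 100 mM KCl, 10 mM MgCl2, 0.05% BSA, 0.01% Tween-20; cpd pinned; ADP 130 uM final; 45 min RT; Kinase-Glo Plus 10 min; luminescence endpoint.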
* hit, by the source's call; ? = inconclusive; · = no result given; & = joins results of further samples; [ ] = remark or other dose. Unless noted, calls come from the whole dose curve; as a rule, active = well fitted curve in the direction sought with a large enough effect; inconclusive = small, poorly fitted or top-dose-only effect, or another doubt; inactive = no such curve, though single readings can be large; an effect the other way counts as inactive or inconclusive. Unless noted, % is set by controls: 0 for no effect and ±100 for the full control effect.

SMILES	AMA1 RON2 block	AmpC inh no detg	AmpC detergent	Sm TGR block	LmPK inhibitor	HCMV inh	Tb PYK inh
CC(=O)Nc1ccc(CN2CCc3c([nH]c4ccccc34)C2C(C)(C)C)cc1 (stereo unspecified)	-24%	9%	-21%	50µM*	-9%	120	3%
O=C(CC(c1cccs1)N1Cc2ccccc2C1=O)Nc1ccc(Cl)cc1 (stereo unspecified)	·	·	23%	1%	·	-15	1%
Cc1ccc(OCC(=O)Nc2ccccc2F)cc1C	-8%	-23%	4%	0%	-8%	9	-15%
CN(c1ccccc1)S(=O)(=O)c1ccc(NC(=S)Nc2ccccc2)cc1	-2%	-14%	1%	?	1%	2	1%
COCCNC(=O)/C(C#N)=C/c1ccc(OCc2ccccc2)cc1	1%	156%[activator]	-12%	-20%	12%	-37	-4%
CCNc1ccc(Br)cc(C(=O)/C=C/c2ccc(Cl)cc2Cl)c1=O	-8%	-52%	-7%	2.2µM*	-12%	-103*	-10%
CCOC(=O)C1Oc2ccccc2C(c2ccoc2)=C1C(=O)OC (stereo unspecified)	-5%	-14%	·	·	·	·	-4%
Cc1cc(C)nc(N2CCN(c3nc(-c4ccccc4)nc4c3oc3ccccc34)CC2)n1	-5%	·	·	·	·	-16	-1%
COc1cc(O)c(/C=N/NC(=O)c2ccncc2)c(OC)c1[N+](=O)[O-]	-39%	-4%	4%	1%	5%	34	-3%
COc1cc2c(C(=O)OCCN(C)C)c(CSc3ccccc3)n(C)c2cc1Br	4%	-25%	4%	2%	0%	86	4%
CC1CCN(c2cc(=O)n(C3CCCCC3)c(=O)[nH]2)CC1	2%	?	?	-1%	1%	22	6%
CCOc1ccc(NS(=O)(=O)c2cccc(C(=O)N(C)Cc3ccco3)c2)cc1	-8%	-17%	-6%	-32%	·	46	-6%
Cc1nn(C)c(C)c1CNC(=O)Nc1cccc(Cl)c1C	5%	-1%	3%	3%	-1%	9	-3%
CCn1c(=O)c2c(nc(SCC(=O)Nc3ccccc3)n2C)n(C)c1=O	5%	-24%	5%	1%	-1%	1	-5%
NC(=O)C1CCN(C(=O)COc2ccc3ccccc3c2)CC1	-13%	-21%	-9%	6%	-4%	19	6%
O=c1c2ccccc2nc2c3ccccc3ncn12	-1%	-21%	-8%	1%	-2%	21	2%
O=C(CN1CCN(S(=O)(=O)c2ccccc2C(F)(F)F)CC1)NCc1cccs1	6%	21%	-19%	0%	·	-12	3%
CC(C)(C)NCC(O)CON=C1c2ccccc2-c2ccccc21 (stereo unspecified)	8%	-12%[2.29 µM]	-6%	2%	-1%	-5	0%
CN1CC(C(=O)c2ccc(F)cc2)C(c2c(F)cccc2Cl)C1 (stereo unspecified)	0%	-12%	0%	·	-2%	-4	-24%
COc1ccc(-n2c(C)c(C(=O)O)c3cc(OC)c4ccccc4c32)cc1	2%	-53%	-1%	0%	0%	-30	0%
COCCNC(=O)C1(C)CCN(C(=O)c2ccc3c(c2)C(C)(C)CCC3(C)C)C1 (stereo unspecified)	8%	·	·	·	·	-9	5%
CC(C)C[C@@H](CN)NC(=O)c1nc[nH]c1C(=O)N[C@@H](CC(=O)O)C(=O)CNC[C@H](C)NC(=O)c1nc[nH]c1C(=O)N[C@@H](CC(=O)O)C(=O)O	16%	·	·	·	·	-9	7%
COc1ccc(-c2c(C)c3ccc(O)c(CN4CCOCC4)c3oc2=O)cc1	·	·	24%	4%	·	-18	1%
CCCCn1nnnc1C(c1ccccc1)N1CCN(CC)CC1 (stereo unspecified)	-5%	·	·	·	·	-17	-3%
CCc1[nH]nc2c1C1(C(=O)N(Cc3ccccc3)c3ccccc31)C(C#N)=C(N)O2 (stereo unspecified)	-1%	-39%	-7%	-5%	2%	-14	3%

By substructure, the compounds so far with bromine (two)
SMILES	AMA1 RON2 block	AmpC inh no detg	AmpC detergent	Sm TGR block	LmPK inhibitor	HCMV inh	Tb PYK inh
CCNc1ccc(Br)cc(C(=O)/C=C/c2ccc(Cl)cc2Cl)c1=O	-8%	-52%	-7%	2.2µM*	-12%	-103*	-10%
COc1cc2c(C(=O)OCCN(C)C)c(CSc3ccccc3)n(C)c2cc1Br	4%	-25%	4%	2%	0%	86	4%

The list goes on:
SMILES	AMA1 RON2 block	AmpC inh no detg	AmpC detergent	Sm TGR block	LmPK inhibitor	HCMV inh	Tb PYK inh
Cc1cc(C)c(N=Cc2c(O)c3ccccc3oc2=O)c(C)c1	7%	-17%	?	0%	32%	17	-5%
COc1ccccc1-c1cc2ccccc2[nH]1	8%	-26%	?	-6%	1%	68	1%
COc1ccc(OC)c2c(C)cc(C)nc12	-3%	-13%	-8%	-6%	-3%	9	-5%
COc1ccc(OC)c(CCNC(=O)CC2Oc3ccccc3NC2=O)c1 (stereo unspecified)	7%	-14%	-18%	-12%	3%	-4	-3%
Cc1cccnc1NC(=O)Nc1ccccc1	-9%	-8%	7%	9%	-2%	-38	0%
C/C=C/c1ccc(OCCCCN2CCN(CC)CC2)c(OC)c1	?	27%	-4%	·	2%	-6	21%
O=C(Nc1ccc(Cc2ccncc2)cc1)c1ccc(Br)o1	9%	?	-5%	-7%	2%	-35	-1%
O=C(NC1CCCCC1)C(c1c(F)cccc1Cl)N(C(=O)c1csnn1)C1CC1 (stereo unspecified)	-4%	-15%	-9%	-13%	-3%	-30	-10%
COc1c(O)cc2c(c1OC)-c1ccc(SC)c(=O)cc1C(NC(C)=O)CC2 (stereo unspecified)	5%	·	·	·	·	-78*	-3%
Nc1ccc2oc(Cc3ccc(Cl)cc3)nc2c1	·	·	-1%	14µM*	·	-2	?
Cc1cccc(CCNC(=O)c2cc(S(=O)(=O)N3CCCCC3)c[nH]2)c1	-7%	-54%	-13%&4%	-2%&24%	-2%	38&-28	4%&-9%
O=C(COC(=O)C(c1ccccc1)c1ccccc1)NCc1ccco1	0%	-8%	0%	40µM*	-1%	-39	-8%
O=C(c1cnn2c(C(F)(F)F)cc(-c3ccccc3)nc12)N1CCCc2ccccc21	0%	-10%	?	2%	2%	57	-2%
CCn1cc(C(=O)NCc2ccccc2OC)c(=O)c2cc(S(=O)(=O)N3CCCCCC3)ccc21	·	·	-1%	-12%	·	-17	-7%
Cc1nc(NC(=O)CN2CCOCC2)sc1-c1ccccc1	3%	37%	-12%	-9%	0%	18	-9%
CC1CCCN(C(=O)c2ccc3c(=O)n4nc(Nc5ccccc5)sc4nc3c2)C1 (stereo unspecified)	0%	·	·	·	·	-2	8%
O=C1[C@H]2[C@H](C=CC[C@H]2C(=O)N2CCOCC2)CCN1Cc1ccccc1	8%	·	·	·	·	-28	5%
CCOc1ccc(NS(=O)(=O)c2ccc(C(=O)NCC(c3ccc(OC)cc3)N3CCOCC3)cc2)cc1 (stereo unspecified)	-1%	117%[activator]	0%	-2%	·	0	-5%
NS(=O)(=O)c1ccc(CNC(=O)c2cc(-c3ccccn3)nc3ccc(Cl)cc23)cc1	23%	-46%	-5%	-2%	9%	-22	-6%
O=C(c1cc(COc2ccc(F)c(F)c2)on1)N1CCN(C/C=C/c2ccccc2)CC1	5%	221%[activator]	-16%	-16%	-4%	-10	5%
CC(C)(C)C(=O)OCc1nc(-c2ccc(O)c(O)c2)cs1	-9%	-36%	-14%	?	5%	-2	-31%
CC(C)C(NC(=O)c1cccs1)c1nnc(SCC(=O)Nc2nccs2)n1C (stereo unspecified)	11%	-24%	?	3%	-2%	26	3%
COc1ccc(NC(=S)NCCc2ccccc2OC)c(OC)c1	-1%	-24%	3%	-20%	1%	-26	5%
N=c1c(C(=O)NCC2CCCO2)cc2c(=O)n3ccccc3nc2n1C1CCCCC1 (stereo unspecified)	0%	-17%	1%	5%	-1%	3	1%
O=C1NC[C@H](CCCCN2C[C@H](Cc3ccccc3)N(CCC3CCCCC3)C(=O)C2=O)N(CCc2ccc(O)cc2)C1=O	0%	·	·	·	·	-23	4%

Of the compounds above, these contain a thiophene ring, fused or not.
SMILES	AMA1 RON2 block	AmpC inh no detg	AmpC detergent	Sm TGR block	LmPK inhibitor	HCMV inh	Tb PYK inh
O=C(CC(c1cccs1)N1Cc2ccccc2C1=O)Nc1ccc(Cl)cc1 (stereo unspecified)	·	·	23%	1%	·	-15	1%
O=C(CN1CCN(S(=O)(=O)c2ccccc2C(F)(F)F)CC1)NCc1cccs1	6%	21%	-19%	0%	·	-12	3%
CC(C)C(NC(=O)c1cccs1)c1nnc(SCC(=O)Nc2nccs2)n1C (stereo unspecified)	11%	-24%	?	3%	-2%	26	3%

(listing goes on)
SMILES	AMA1 RON2 block	AmpC inh no detg	AmpC detergent	Sm TGR block	LmPK inhibitor	HCMV inh	Tb PYK inh
CCOC(=O)CSc1nc(Cc2ccccc2)nc2ccccc12	57%[activator]	7%	-11%	·	3%	-66*	5%
CC(=O)Nc1ccc(NC(=O)CSc2nc3[nH]ncc3c(=O)n2-c2ccccc2)cc1	1%	-22%	-1%	6%	0%	0	-9%
CNC(=O)CSc1nnc(-c2ccccc2F)n1CCc1ccccc1	-7%	13%	-6%	-17%	2%	-13	1%
COc1ccccc1NC(=O)Nc1nnc(C(C)c2ccccc2)s1 (stereo unspecified)	0%	-6%	7%	1%	-3%	9	2%
Cc1noc(C)c1CSCc1ccc(Cl)cc1	18%	-17%	-1%	-9%	-1%	-14	-3%
CC(C)c1ccc(C(N)=S)cc1	43%[activator]	-13%[11.4 µM]	-12%	7%	-1%	-7	1%
O=C(c1ccccc1)N1CCCC(c2nc3c(nnn3Cc3ccc(F)cc3F)c(=O)[nH]2)C1 (stereo unspecified)	·	·	19%	1%	·	-11	-3%
COc1ccc(CNC(=O)COC(=O)/C=C/c2ccc(S(=O)(=O)N3CCOCC3)cc2)cc1	7%	63%[activator]	?	4%	-8%	-2	-3%
CC(C)(S)[C@@H](N)C(=O)O	87%[activator]	-24%	-11%	-16%	-6%	-31	1%&6%
CN(CCc1ccccc1)C(=O)c1ccc(NC(=O)Cc2ccc(NC(=O)C3CCCN(C(=O)c4ccccc4)C3)cc2)cc1 (stereo unspecified)	-12%	·	·	·	·	-76*	3%
COc1cc(C(=O)NCC(C)(C)CNC(=O)c2cc(OC)c(OC)c(OC)c2)cc(OC)c1OC	0%	67%[activator]	-8%	-5%	-7%	96	-2%
CCN(CC)c1ccc(NC(=O)CNCc2ccccc2Cl)c(C)c1	?	45%	0%	-19%	-2%	-103*	0%

Screens from PubChem BioAssay.
